Assay outcomes as filed in PubChem BioAssay.
aSyn UTR inh: MLPCN primary screen, SNCA 5' untranslated region; inhibition, % (tested at 7.5 µM); AID 1813, 2009; 300,000 compounds, 0.82% hits; alpha-synuclein 5'UTR reporter, inhibitor activity; in the data active = inhibition above about 60%; inconclusive = no clear call, values can overlap the other calls;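 also: H4 neuroglioblastoma cells stably carrying SNCA 5'UTR luciferase fusion; 0% = DMSO wells and 100% = positive control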
HIF act: HIF pathway transcriptional activators, primary screen, cell-based, U2OS HRE-luciferase, luminescence | U2OS HRE-luciferase reporter; normalized: DMSO 0%, desferrioxamine 100% | activation, % at 7.5 µM (by protocol) | 300,000 compounds, 0.32% hits;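 active = mean activation of at least 10% of the iron chelator positive control signal, with at least half of replicates also reaching 10%; inconclusive = mean and replicate majority disagree about reaching 10%; inactive = mean and most replicates under 10%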
HSP90 inh: HSP90 inhibitors, primary screen, cell lysate, luminescence; AID 1789, 2009; Rabbit reticulocyte lysate, luciferase refolding luminescence, 3 h; 290,000 compounds, 0.91% hits; inhibition, % at 5.6 µM;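 active = inhibition above the screen-wide mean plus 3 SD, computed separately per campaign, cut at about 16% in these data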;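 also: 0% = DMSO wells and 100% = 60 µM geldanamycin wells; inhibitors lower the luminescence because luciferase stays unfolded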
HSF1 inh: HSF1 inhibitors in luciferase reporter cells, primary screen, cell-based, NIH3T3, luminescence. NIH3T3-HGL HSE-luciferase, MG132-induced, luminescence 8 h; hits give low values. activity change, negative = inhibition, % at 7.5 µM (by protocol). 300,000 compounds, 0.77% hits;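 active = more than half of replicate wells show activity change below -50%, luminescence cut by over half; inconclusive = some wells, but at most half, below -50%; inactive = no replicate well below -50%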;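 also: luciferase reports HSF-1 transcriptional activity via heat shock element; 0% = median of DMSO wells and -100% = zero luminescence signal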
HSF1 activator: HSF-1 activators, primary screen, NIH3T3-HGL cells, MG132 stress, luminescence, single point. 300,000 compounds, 1.7% hits. AID 504408, 2011. activation, % at 9 µM. NIH3T3-HGL HSF-1 luciferase reporter, 8 h; 100% = twice DMSO control signal;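 active = mean replicate activation of at least 50% with a set share of replicates each reaching 50%; inconclusive = only one of those two conditions met; inactive = mean below 50% and too few replicates reaching it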;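 also: 0% = median of the neutral control wells and 100% = twice that signal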
SKKanGAS inh: S. pyogenes SKKanGAS growth inhibitors in kanamycin, primary screen, streptokinase expression inhibitor project, SKKanGAS strain, BacTiter-Glo luminescence. 6 h. 300,000 compounds, 1.3% hits. inhibition, % at 7.5 µM;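 active = mean replicate score, as percent of positive control median, at least 50; inconclusive = mean below 50 but one replicate at or above 50; inactive = mean and every replicate below 50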;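 also: strain carries kanamycin resistance gene driven by streptokinase promoter and grows in 40 µg/ml kanamycin; loss of luminescence reflects streptokinase promoter inhibition or plain growth inhibition; 0% = median of DMSO wells and 100% = positive control at its reference dose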
AI-2 QS mod: Vibrio harveyi AI-2 quorum sensing modulators, primary screen, JMH597 strain, luminescence/OD600 ratio; Vibrio harveyi JMH597 AI-2 luminescence/OD600 ratio, 9 h; hits give low values; strain lacks LuxN and CqsS sensors; 0 = neutral-control median; activity change, % at 7.5 µM; 300,000 compounds, 0.4% hits; in the data active = activity change below about -75%, passing the limit was not always enough; inconclusive = no clear call, values can overlap the other calls;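 also: luminescence divided by OD600 gain over 9 h not by final OD600 alone; inactives centre near 13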
IEC-6 tox: cytotoxicity in IEC-6 intestinal epithelial cells, primary screen, cytotoxicity control for KLF5 inhibitor project, cell-based, luminescence. IEC-6 cytotoxicity, luminescence viability. inhibition, % at 5 µM. 290,000 compounds, 0.78% hits; in the data active = inhibition above about 22%;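 also: 0% = plate median of test compound wells and 100% = cytotoxic reference compound wells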
Platelet DG rel: inhibitors of platelet dense granule secretion, primary screen, cell-based, MLPCN, human platelets; inhibition, %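 (compounds screened at 7.5 µM in platelet-rich plasma)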; human platelet-rich plasma, SFLLRN dense granule ATP release, luminescence; 300,000 compounds, 0.22% hits;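 active = mean replicate score, as percent of positive control, at or above 50; inconclusive = mean below 50 but at least one replicate at or above 50; inactive = mean and every replicate below 50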
KLF5 inh: KLF5 expression inhibitors, primary screen, DLD-1 cells, luminescence | DLD-1 KLF5 promoter-luciferase reporter | 290,000 compounds, 0.23% hits | AID 1700, 2009 | inhibition, % at 5 µM;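 active = inhibition above a per-plate limit of that plate's mean compound inhibition plus 3 SD, cut at about 60% in these data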;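 also: 0% = DMSO wells and 100% = LY294002 at 200 µM; higher means less KLF5 promoter-driven luciferase light; inactives centre near -14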
* hit, by the source's call; ? = inconclusive; · = not tested or not shown.

SMILES	aSyn UTR inh	HIF act	HSP90 inh	HSF1 inh	HSF1 activator	SKKanGAS inh	AI-2 QS mod	IEC-6 tox	Platelet DG rel	KLF5 inh
COc1ccc(NC(=O)CN2CCN(c3ccc(Cl)cc3)CC2)c(OC)c1	21.0	0.0	4.0	3.1	3.0	7.1	4.6	3.0	3.8	5.8
Cc1cccc2cc(CN(CC(C)C)S(=O)(=O)c3ccccc3)c(=O)[nH]c12	21.6	-0.1	1.6	0.3	13.1	-3.0	25.8	-4.5	?	-34.1
O=[N+]([O-])c1ccc2nonc2c1Nc1ccccc1	21.8	-0.9	0.2	-7.4	-4.4	-1.7	12.7	-5.1	-3.3	-23.5
O=C1/C(=C/c2ccccc2)SC(=S)N1CCCC(=O)N1CCCCC1CCO (centres undefined)	-3.0	0.1	1.4	1.4	-11.4	-3.3	22.1	-5.4	-3.2	-8.1
Cc1ccc(SC2CCN(C(=O)C3CCC(=O)N(C4CC4)C3)CC2)cc1 (centres undefined)	-19.8	1.1	-4.2	11.4	17.9	0.0	13.1	1.9	-1.4	-39.1
Nc1ccc(N=Nc2ccccc2)c2cccnc12	-57.1	-6.4	0.7	52.9	82.0*	24.8	61.1	33.0*	-4.4	-29.8
COC(=O)c1ccsc1NC(=O)CCS(=O)(=O)c1ccccc1	-2.9	-0.1	-4.0	1.0	4.1	16.5	14.4	4.3	-16.8	-20.3
Cc1oc2c(C)c3oc(=O)c4c(c3cc2c1C)CCCC4	19.5	-0.2	0.7	2.9	-9.4	-0.8	9.7	0.9	6.2	-16.8
CC(C(=O)Nc1ccc(F)cc1Cl)N(C)CCOc1ccccc1 (centres undefined)	-7.8	1.8	-0.1	1.6	-2.9	20.2	4.1	-5.2	-1.0	-8.6
O=C(CNC(=O)c1ccc(Cl)cc1)Nc1ccc(S(=O)(=O)Nc2ncccn2)cc1	1.7	-0.4	1.1	0.0	2.2	-10.7	-6.4	-3.5	-6.2	9.4
COc1ccc(OC)c(C2=NOC(C(=O)Nc3cccnc3)C2)c1 (centres undefined)	-9.1	0.6	-0.3	-1.1	10.1	-12.8	6.9	4.0	8.6	-7.7
Cc1cccc2c1cnn2C(=O)Nc1ccccc1Br	-125.1	-11.7	1.0	9.7	19.8	5.5	13.4	2.5	-7.8	-55.6
O=C(COc1cccnc1[N+](=O)[O-])Nc1ccc2c(c1)CCC2	-53.9	0.2	-1.8	-1.8	-3.1	-2.2	11.5	1.1	2.4	-40.5
Cc1cc(NCc2ccc3c(c2)OCO3)n2nc(C)nc2n1	9.9	0.0	1.3	-4.0	-2.0	6.8	17.5	2.7	6.9	-7.0
CCOc1cc(C2C(C#N)=C(N)OC3CCCC(=O)C32)ccc1OCCN1CCOCC1 (centres undefined)	2.9	0.2	-3.1	-5.2	16.8	7.0	14.2	-0.3	3.1	-33.7
O=C(Oc1ccc(C(=S)N2CCCCC2)cc1)c1ccccc1F	-15.9	-0.1	2.1	-8.9	-11.5	-2.1	7.7	7.1	1.6	0.7
Cc1ccc(-c2nc(Cl)nc3ccccc23)cc1	26.6	0.0	-1.0	-7.5	-1.2	0.2	-1.4	2.4	-9.7	-21.5
Cc1ccc(S(=O)(=O)NNC(=O)NC23CC4CC(CC(C4)C2)C3)cc1	2.3	-0.6	-4.3	-1.6	4.2	3.0	36.4	4.3	6.5	0.0
CCOc1ccc(OCCn2c(=S)[nH]c3c(N)ncnc32)cc1	15.7	-0.6	5.8	-3.1	-4.6	-4.9	-4.1	-8.1	-14.1	-27.4
[N-]=C=C1C(=O)NC(=O)C([n+]2ccc(-c3ccncc3)cc2)C1c1ccccc1C(F)(F)F (centres undefined)	2.4	-0.1	1.6	5.5	12.5	5.4	10.0	2.8	7.5	-10.5
CCc1cccc(C)c1NC(=S)N(CCCN1CCN(C)CC1)Cc1cccs1	-21.5	0.5	-4.1	-2.0	23.4	0.4	0.6	-2.5	-1.5	-20.7
CN(Cc1ccc(Br)cc1)C(=O)CCN1C(=O)c2cccc([N+](=O)[O-])c2C1=O	3.5	-1.1	-1.0	-0.1	1.9	-1.1	21.1	-1.7	1.8	-34.5
Cc1cc(C)c(C)c(C(=O)CSc2nnc(-c3ccc4[nH]c(C)c(C)c4c3)o2)c1C	-31.7	0.3	1.3	-13.2	-17.4	2.0	24.1	-2.2	1.3	-27.4
COc1cccc(/C=N/Nc2cc(-n3nc(C)cc3-c3ccccc3)ncn2)c1O	110.2*	51.8*	4.5	-5.0	-11.3	117.2*	18.8	-5.5	32.2	-37.6
COc1ccc(C2=CC(=O)CCC2)cc1	-23.2	1.0	·	-2.9	-0.3	-1.9	18.6	·	-2.5	·
COCCCNC(=O)c1cc(C(=O)c2c(-c3c(Cl)cccc3Cl)noc2C)c[nH]1	-24.0	0.1	-1.0	-2.7	12.4	-7.8	19.9	7.1	6.8	-8.3
O=C(NCc1ccc(F)cc1)C(c1ccco1)N(C(=O)c1csnn1)c1ccccc1 (centres undefined)	-21.9	-0.2	-4.6	4.6	5.8	-4.3	5.4	-0.3	-39.4	-21.3
O=S1(=O)[C@H]2C[C@@H]3C=C[C@@]2(CN1Cc1cccc(Cl)c1)O3	8.8	0.2	2.2	2.1	2.2	5.0	-1.1	-4.1	3.9	-15.3
CC(C)Cn1cnc2c(=O)oc3ccccc3c21	-4.7	-0.1	3.4	5.6	35.3	0.5	26.7	-7.4	-4.5	-17.8
COc1ccc(CNC(=O)COC(=O)CCC2CCCCC2)cc1	0.1	-0.4	1.7	-5.3	-7.0	-6.0	13.3	-1.3	-0.1	-17.3
CC(=O)c1cn(CC(=O)NCc2ccc3c(c2)OCO3)c2ccccc12	-0.7	-5.6	-1.5	-2.7	4.0	4.2	11.6	-0.8	0.2	-4.4
CN1CCN(CC(=O)Nc2ccc(OC(F)(F)F)cc2)CC1	-14.7	-31.1	-0.2	-0.9	28.0	-1.4	7.1	-2.3	-2.4	-8.6
COCCn1nnnc1C(C(C)C)N1CCCC(C)C1 (centres undefined)	5.0	-0.2	0.1	-5.7	-15.4	9.9	10.7	-1.9	-6.5	0.7
CCOc1ccc(N(C)S(=O)(=O)c2ccc(-c3ccc(=O)[nH]n3)s2)cc1	-3.7	-0.1	1.7	-3.3	26.4	9.2	-8.0	2.8	-11.7	-14.2
COc1ccc(N=C2SC(C(=O)N3CCN(c4ccc([N+](=O)[O-])cc4)CC3)CC(=O)N2C)cc1 (centres undefined)	6.9	-0.2	0.9	6.3	6.2	10.5	48.2	-3.6	-3.2	-7.0
COC(=O)[C@H](CCSC)NC(=O)NCCC1=CCCCC1	3.3	0.0	2.3	-1.5	4.8	2.2	0.5	-2.4	23.7	3.5
O=C(c1cccc(F)c1)N1CCN(c2cc(N3CCCCC3)c(F)cc2[N+](=O)[O-])CC1	24.5	-0.6	0.1	7.9	37.7	17.4	1.4	1.0	-2.2	-26.8
COc1ccc(-c2[nH]ncc2CN2CCN(c3ccc(F)cc3)CC2)cc1	15.6	0.0	1.1	3.5	5.6	-5.3	15.0	-3.2	5.4	-7.9
CC1(C)O[C@@H]2C[C@H]3[C@@H]4CCC5=CC(=O)C=C[C@]5(C)[C@@]4(F)[C@@H](O)C[C@]3(C)[C@]2(C(=O)CO)O1	·	·	1.3	·	·	·	19.2	0.8	·	-31.2
COc1cccc(C2=NN(C(=O)c3ccco3)C(c3ccco3)C2)c1 (centres undefined)	-31.9	0.7	-5.5	-2.0	27.7	2.6	11.2	-1.8	6.4	-17.2
COc1ccc(Oc2c(O)c3ccccc3n(C)c2=O)cc1	-15.5	-0.3	-0.6	-27.0	-42.8	5.8	3.4	5.8	5.8	-14.1
CC(=O)N/C(=C\c1ccccc1)C(=O)OC/C=C/c1ccccc1	0.8	1.4	-4.9	17.6	?	-1.8	16.9	-13.8	2.9	-39.8
O=C(COc1ccc(-c2ccccc2)cc1)N1CCN(S(=O)(=O)Cc2ccccc2)CC1	17.9	0.9	0.8	-20.5	-22.2	1.8	12.8	4.2	0.4	-10.4
COC(=O)CCC(=O)NNC(=O)CCC(=O)Nc1cccc(Cl)c1C	32.1	0.0	2.1	2.4	-11.0	-19.5	3.9	-2.1	5.9	-25.3
Cc1ccc(NC(=O)Nc2ncccc2C)cc1	-162.9	3.4	2.6	15.9	42.3	2.1	2.2	4.4	2.1	-62.9
COc1cc(C)c(S(=O)(=O)n2nnc3ccccc32)cc1C	-4.4	-0.1	-2.6	6.0	20.1	-6.0	6.4	-4.4	-3.4	-33.5
COc1ccc(C(CNC(=O)CSc2ccccc2F)N2CCOCC2)cc1 (centres undefined)	3.9	-0.4	·	-3.5	-0.6	-3.7	18.4	·	·	·
O=C(CCN1C(=O)c2ccccc2C1=O)C1=NN[C@@H]2C(=O)N(c3cccc(F)c3)C(=O)[C@H]12	3.9	0.2	1.8	-4.1	-1.7	-2.4	41.0	-0.5	3.2	20.6
CCOC(=O)CNC(=O)CSc1nnc(-c2cccc(C)c2)n1-c1ccc(OC)cc1	-2.6	0.0	-2.5	4.7	-12.9	-2.6	-6.8	-4.1	14.9	0.9
CC(C)NC(=O)CSc1nncn1-c1ccccc1	2.5	0.4	2.1	14.5	43.4	3.1	31.5	-1.1	-3.6	-21.3
Cc1ccc(OCCCNCCO)c(Br)c1	9.4	0.7	0.5	-5.0	-15.4	16.4	27.2	5.7	-0.7	-70.0
CCN(c1ccc(NC(=O)CCNC(=O)c2ccco2)cc1)C(C)C	2.4	0.2	-1.3	-4.1	-3.1	7.5	13.0	-8.8	-1.1	-23.7
O=C1CCCC2=C1C(c1ccccn1)Nc1ccc(C(=O)c3ccccc3)cc1N2 (centres undefined)	-42.1	0.3	1.6	-4.5	20.6	-9.1	27.5	-1.1	-0.2	13.7
CCNc1ccc(C(=O)OCC(=O)NCc2ccccc2Cl)cc1[N+](=O)[O-]	10.6	0.3	-3.5	-5.0	20.9	-1.4	13.8	-3.9	8.8	-32.7
CCCc1nnc(SCc2ccc(C(=O)OC)o2)n1N	3.6	-0.3	-5.3	-4.4	12.6	-3.3	7.3	-4.7	1.3	-16.9
CCN(Cc1ccccc1)S(=O)(=O)c1c(N)n(C)c(=O)n(C)c1=O	7.2	0.0	3.1	-0.5	6.5	-7.3	1.5	-0.6	-6.6	-18.2
